Compound activity from PubChem.
Tb MetRS inh = blocks T. brucei methionyl-tRNA synthetase activity. purified T. brucei MetRS, ATP depletion, Kinase-Glo luminescence. inhibition, % at 11.9 µM. actives 0.4% (n = 360,000);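 active = inhibition above a per-plate cutoff of the control wells' mean inhibition plus 3 SD, cut at about 5.5% in these data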;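 note: 0% = DMSO wells median and 100% = median of wells with control inhibitor compound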
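Test system – parasite MetRS enzyme · Reagent – substrates ATP, L-methionine and bulk Escherichia coli tRNA · Doses – 11.9 µM compound single dose, 0.9% DMSO · Times – 15 min enzyme-compound preincubation, 2 h reaction, 10 min detection, 25 °C · Signal – Kinase-Glo luminescence, ATP depletion format · Controls – DMSO-only wells as low control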
E coli Lon inh = E. coli protease La inhibition | purified E. coli Lon protease, fluorescence polarization | inhibition, % at 7.94 µM | actives 0.42% (n = 360,000); in the data active = inhibition above about 13%, passing the limit was not always enough;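 note: 0% = enzyme with probe and DMSO and 100% = no enzyme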
Target sequence (P0A9M0 whole entry, looked up): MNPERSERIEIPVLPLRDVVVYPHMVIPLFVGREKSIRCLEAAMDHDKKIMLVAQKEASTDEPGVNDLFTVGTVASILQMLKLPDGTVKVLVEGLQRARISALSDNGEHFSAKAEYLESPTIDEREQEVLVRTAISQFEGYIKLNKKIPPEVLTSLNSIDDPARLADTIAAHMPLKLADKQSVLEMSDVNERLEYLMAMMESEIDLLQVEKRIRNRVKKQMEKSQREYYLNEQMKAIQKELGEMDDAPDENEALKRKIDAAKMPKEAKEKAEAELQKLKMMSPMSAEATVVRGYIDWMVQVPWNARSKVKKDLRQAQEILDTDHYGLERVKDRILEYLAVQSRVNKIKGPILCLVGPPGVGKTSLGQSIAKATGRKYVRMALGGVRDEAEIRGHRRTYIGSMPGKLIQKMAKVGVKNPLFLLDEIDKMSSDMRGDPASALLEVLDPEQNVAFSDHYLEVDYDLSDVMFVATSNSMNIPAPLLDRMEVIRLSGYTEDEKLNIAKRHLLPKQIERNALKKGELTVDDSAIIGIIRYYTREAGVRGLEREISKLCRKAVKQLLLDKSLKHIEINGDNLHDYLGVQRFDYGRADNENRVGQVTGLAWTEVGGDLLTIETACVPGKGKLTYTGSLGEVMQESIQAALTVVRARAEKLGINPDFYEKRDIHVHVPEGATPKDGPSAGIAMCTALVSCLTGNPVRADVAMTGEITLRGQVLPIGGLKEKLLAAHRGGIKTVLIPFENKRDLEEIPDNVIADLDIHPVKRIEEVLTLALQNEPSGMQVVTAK
PABP1 MLLE inh = inhibitors of microRNA-mediated deadenylation, human PABP1 MLLE binding | P11940 | GST-MLLE / FITC-PAM2 fluorescence polarization | inhibition, % at 20 µM | actives 0.36% (n = 360,000); in the data active = inhibition above about 35%, passing the limit was not always enough;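 note: plate controls were DMSO wells with GST-MLLE for no effect and wells lacking GST-MLLE protein for full effect; some results filed as inactive read as strong as hits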
Neddyl block = inhibitors of human cullin neddylation | TR-FRET cullin neddylation, biochemical | AID 651699 | actives 0.58% (n = 360,000) | calls only at 25 µM; in the data active = inhibition above about 36%
CSN inh = inhibitors of human CSN-mediated cullin deneddylation; Q92905; actives 0.38% (n = 360,000); Purified CSN, SCF-Nedd8-OG deneddylation, fluorescence polarization; inhibition, % at 12.5 µM;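 active = pattern-corrected inhibition above about 35%, with an unprinted fluorescence ratio check between 0.5 and 1.5, limit read from the data, passing the limit was not always enough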;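 note: 0% = enzyme with substrate and 100% = substrate without enzyme; some results filed as inactive read as strong as hits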
Target sequence (Q92905 whole entry, looked up, one chain of several): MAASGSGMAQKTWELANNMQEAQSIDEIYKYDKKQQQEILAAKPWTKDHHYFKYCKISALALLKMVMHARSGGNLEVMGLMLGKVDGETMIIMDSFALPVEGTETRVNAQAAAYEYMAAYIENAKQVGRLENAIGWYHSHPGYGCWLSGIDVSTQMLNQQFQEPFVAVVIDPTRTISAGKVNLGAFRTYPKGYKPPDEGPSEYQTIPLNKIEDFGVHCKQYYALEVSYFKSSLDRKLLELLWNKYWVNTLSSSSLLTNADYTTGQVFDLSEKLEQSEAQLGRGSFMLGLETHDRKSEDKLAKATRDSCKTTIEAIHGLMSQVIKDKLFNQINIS
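assay system = purified human Csn5 enzyme expressed in HEK293T cells | amount = 0.24 nM enzyme | buffer or medium = Tris/NaCl/DTT buffer, pH 7.5 | reagent = 10 nM SCFSkp2-Nedd8OG | compound = one concentration, 12.5 µM, 0.25% DMSO | times = 90 min reaction at room temperature | signal = FP | read-out basis = % inhibition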
MsrA inh = bovine MsrA inhibition | purified bovine MsrA, absorbance read-out | inhibition, % at 15.5 µM | actives 0.75% (n = 360,000) | AID 651718; in the data active = inhibition above about 4.5%;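 note: 0% = vehicle wells with enzyme and 100% = reference inhibitor wells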
Rin1-Abl PPI inh = blocks binding of human Rin1 to Abl. inhibition, % at 7.35 µM. AID 588664. actives 0.4% (n = 360,000). TR-FRET Rin1/Abl binding, biochemical; in the data active = inhibition above about 5%, passing the limit was not always enough
MsrA act = activators of bovine methionine sulfoxide reductase A. purified bovine MsrA, absorbance read-out. activation, % at 10.6 µM. actives 0.3% (n = 360,000). AID 602163; in the data active = activation above about 7.5%;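 note: 0% = vehicle and 100% = reference activator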
FAS TE block = FAS thioesterase (human) inhibition; AID 602261; recombinant FAS-TE, OMFH fluorogenic substrate, fluorescence endpoint; actives 0.67% (n = 360,000); inhibition, % at 15 µM;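 active = compounds whose normalised, plate-corrected inhibition of enzyme fluorescence in the single-dose primary screen is 50% or more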;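 note: 0% = DMSO with enzyme and 100% = substrate without enzyme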
Starred values were filed as active, the others as inactive; i = inactive; x = not tested or not shown.

SMILES	Tb MetRS inh	E coli Lon inh	PABP1 MLLE inh	Neddyl block	CSN inh	MsrA inh	Rin1-Abl PPI inh	MsrA act	FAS TE block
CCN1C(=O)/C(=C\N2CCN(c3ccc(F)cc3)CC2)SC1=S	-1.2	0	29	i	2	0.9	4	-11	9
O=C(Nc1nc(-c2cccnc2)cs1)c1ccccc1Cl	-0.1	0	1	i	1	-0.4	1	-1	0
CCOC(=O)C(=O)N(Nc1ccc(C)cc1)c1ccc(C)cc1	-0.7	12	-5	i	0	0.0	3	-3	12
COc1ccc(NC(=O)C2CCN(c3cnccn3)CC2)cc1Cl	0.8	-6	-1	i	-3	0.8	-7	-3	-4
COc1ccc(Nc2cc(C(=O)NCCCN3CCOCC3)c3ccccc3n2)cc1OC	0.2	-4	-2	i	5	1.2	-5	-1	-2
O=C(COc1ccc(Cl)cc1Cl)NCCC1=CCCCC1	0.2	-11	0	i	4	0.6	1	-1	37
Cc1cc(NC(=O)c2noc3c2CCc2ccccc2-3)n(-c2ccccc2)n1	-0.4	-5	-11	i	4	-0.1	1	-6	-7
CC1(NC(=O)CCc2nc3ccccc3c(=O)[nH]2)CCS(=O)(=O)C1 (configuration not stated)	-0.5	4	2	i	-1	1.5	1	-3	-4
CC(=O)Nc1cccc(NC(=O)COC(=O)CO/N=C(\C)c2ccc3c(c2)OCO3)c1	-0.1	-8	-1	i	3	-1.1	0	-2	-6
COc1ccccc1CN1CC(C(=O)N(Cc2cnn(C)c2)C(C)C)CCC1=O (configuration not stated)	-0.2	9	-2	i	-2	-0.4	3	0	-9
CCOC(=O)c1ccc(NC(=S)N(CCCN2CCCC2)Cc2ccco2)cc1	-0.9	-1	-32	i	0	-0.2	2	-1	-12
FC(F)(F)c1cccc(Cn2nnnc2-c2ccc(Cl)cc2)c1	0.4	-8	0	i	2	1.0	2	0	26
CCOC(=O)c1[nH]c(C)c(C(=O)Nc2ccc(Cl)cc2)c1C	-0.1	1	-5	i	0	0.4	-3	4	-1
O=C(O)CCc1nn2c3ccccc3nc2n(CCN2CCCCC2)c1=O	-0.6	-7	-6	x	1	0.6	0	-3	-1
COc1ccc(-c2c(C)n([O-])c(C)c(-c3ccccc3)[n+]2=O)cc1OC	-0.3	-12	-8	i	12	0.1	3	0	-14

3 of the compounds above, with values under each structure.
The line under a structure holds: Tb MetRS inh | E coli Lon inh | PABP1 MLLE inh | Neddyl block | CSN inh | MsrA inh | Rin1-Abl PPI inh | MsrA act | FAS TE block
CC(=O)Nc1cccc(NC(=O)COC(=O)CO/N=C(\C)c2ccc3c(c2)OCO3)c1
 : -0.1 | -8 | -1 | i | 3 | -1.1 | 0 | -2 | -6
COc1ccccc1CN1CC(C(=O)N(Cc2cnn(C)c2)C(C)C)CCC1=O (configuration not stated)
 : -0.2 | 9 | -2 | i | -2 | -0.4 | 3 | 0 | -9
CCOC(=O)c1ccc(NC(=S)N(CCCN2CCCC2)Cc2ccco2)cc1
 : -0.9 | -1 | -32 | i | 0 | -0.2 | 2 | -1 | -12

Following part:
SMILES	Tb MetRS inh	E coli Lon inh	PABP1 MLLE inh	Neddyl block	CSN inh	MsrA inh	Rin1-Abl PPI inh	MsrA act	FAS TE block
CC(=O)Nc1ccc(C(=O)N2CCCC(c3cc(C(=O)NCc4ccccc4)no3)C2)cc1 (configuration not stated)	0.2	-7	-7	i	5	0.6	1	-2	-10
Cc1ccsc1-c1ccnc(-n2cccc2)n1	-0.7	-9	6	i	3	1.0	-7	-6	13
O=C(CCN1C(=O)/C(=C/c2ccccc2Cl)SC1=S)Nc1ccccn1	-0.2	-2	-7	i	3	-1.3	2	0	65*
COc1ccc(C2=NN(C(=O)CSc3nc4ncc(Cl)cc4[nH]3)C(c3ccco3)C2)cc1 (configuration not stated)	2.5	-5	-70	i	12	0.3	-2	-3	7
CCOc1cc(C(=O)NCC(=O)N2CCC3(CC2)NCCc2[nH]cnc23)cc(OCC)c1OCC	-0.6	-11	8	i	2	-0.8	2	-4	-1
C=C1CCC[C@]2(C)C[C@H]3OC(=O)C(CN4CCCCC4CO)[C@H]3CC12 (some centres not stated)	-0.1	-1	0	i	-3	0.9	2	1	1
COc1ccc(NC(=O)C2C3C=CC4(O3)C2C(=O)N(CCN2CCCCC2)C4C(=O)NC2CCCCC2)cc1 (configuration not stated)	-0.4	-7	-1	i	3	0.2	1	-4	-3
NC(=O)c1cccc(-c2coc3c(C(=O)NCc4cccnc4)cccc23)c1	-0.2	3	6	i	3	2.8	0	-1	-4
CN(C)c1ccc(C(C(=O)NCC2CCCO2)N(C(=O)c2snc(C(N)=O)c2N)c2ccccc2)cc1 (configuration not stated)	-0.8	-4	2	i	-1	0.9	-4	-2	-3
CN(C)C(CNC(=O)c1ccc(Br)cc1)c1ccco1 (configuration not stated)	-0.1	-8	-10	i	3	0.7	3	-1	-2
CCOC(CNC(=O)CN1C(=O)COc2ccc(S(=O)(=O)N3CC(C)CC(C)C3)cc21)OCC (configuration not stated)	-0.2	0	3	i	-5	0.0	-1	-4	-3
Cc1cc(C)c(NC(=O)C2CC(=O)N(c3ccc4c(c3)OCCO4)C2)c(C)c1 (configuration not stated)	-0.4	-9	-11	i	-1	-0.6	2	1	-3
CCOC(=O)c1c(C)nc2sc3c(=O)n(-c4ccc(OC)cc4)cnc3c2c1-c1ccc(OC)cc1	-0.7	4	6	i	2	-0.2	0	-1	9
CC(C)(C)OC(=O)N/N=C/c1ccc(N2CCOCC2)s1	-1.0	-27	-79	i	0	3.5	-5	-8	-24
CCN(CC)C(=O)CN(c1cc(Cl)ccc1OC)S(=O)(=O)c1ccc(C)c([N+](=O)[O-])c1	0.0	-2	4	i	0	-0.8	-4	-3	13
COc1cc(Cl)c(S(=O)(=O)NCc2cccnc2)cc1Cl	0.2	-2	-1	i	-3	-0.6	1	-1	-4
CCOc1ccccc1N1C(=O)CC(N(O)c2ccccc2)C1=O (configuration not stated)	-0.2	-4	19	i	-1	0.3	2	-2	-8
CCOc1ccc(-n2c(Cc3cc(=O)[nH]c(=O)[nH]3)nnc2SCc2cccnc2)cc1	-0.5	7	15	i	1	0.0	-1	-13	-2
Cc1cc(=S)[nH]c2c(C)cccc12	-0.6	3	30	i	0	1.5	-1	1	-8
CCC(C(=O)NCCc1c[nH]c2cc(OC)ccc12)c1ccccc1 (configuration not stated)	2.8	-1	12	i	0	-0.1	1	-1	0
COc1ccc(-c2noc3c2-c2nc(C(C)C)sc2CC3)cc1	-0.2	3	21	i	-5	0.1	3	-1	32
N#Cc1cnn(-c2cccc(Cl)c2)c1N	-0.4	-5	-10	i	-2	2.6	2	-1	-4
Cc1cc(C)c2nc(N(CCN(C)C)C(=O)/C=C/c3cccs3)sc2c1	-1.0	-5	-5	x	2	0.0	-5	-9	7
CCOc1ccc(N(CC(=O)NC2CCCCC2)C(=O)CNC(=O)c2ccco2)cc1	-2.3	-1	8	i	2	-0.3	1	-9	-9
O=C(O)c1ccc(N/N=C/c2cccc3cccnc23)cc1	-0.3	-2	-3	i	0	1.2	-5	-3	-2
CCOC(=O)C1=C(C(F)(F)F)Nc2ncnn2C1c1cc(OC)ccc1OC (configuration not stated)	-0.3	-2	15	i	-14	0.1	-2	-1	-11
CCOC(=O)/C=C1\CN(Cc2cc(OC)c(OC)c(OC)c2)S(=O)(=O)c2ccccc21	-0.1	-7	-42	i	2	0.5	2	-9	4
Cc1ccc(/C=N\NC(=O)C2CN(S(=O)(=O)c3ccccc3)CCN2S(=O)(=O)c2ccccc2)cc1 (configuration not stated)	0.4	-1	5	i	-6	0.8	1	-3	81*
COc1cccc(/C=N\NC(=O)Cn2nnc3ccccc32)c1O	-0.5	10	1	i	-13	2.1	-2	-2	-1
C1=CC2CC1CC2CN1CCN(Cc2ccccc2)CC1 (configuration not stated)	-1.4	4	-3	i	5	0.2	3	-9	-16

Compounds from the list above with a CF3 group:
SMILES	Tb MetRS inh	E coli Lon inh	PABP1 MLLE inh	Neddyl block	CSN inh	MsrA inh	Rin1-Abl PPI inh	MsrA act	FAS TE block
FC(F)(F)c1cccc(Cn2nnnc2-c2ccc(Cl)cc2)c1	0.4	-8	0	i	2	1.0	2	0	26
CCOC(=O)C1=C(C(F)(F)F)Nc2ncnn2C1c1cc(OC)ccc1OC (configuration not stated)	-0.3	-2	15	i	-14	0.1	-2	-1	-11

New compounds follow.
SMILES	Tb MetRS inh	E coli Lon inh	PABP1 MLLE inh	Neddyl block	CSN inh	MsrA inh	Rin1-Abl PPI inh	MsrA act	FAS TE block
Cc1c(C(=O)NCc2ccccc2CN2CCCC2)oc2ccc(F)cc12	-0.1	-14	2	i	-3	0.5	2	-1	5
Cc1ccc(C(=O)O)cc1N1C(=O)c2cccc3c([N+](=O)[O-])ccc(c23)C1=O	0.0	14	21	i	13	1.9	0	-4	-109
Cc1ccc(S(=O)(=O)N(C)C)cc1NC(=S)NCc1ccco1	-0.9	9	6	i	-4	-0.6	1	-2	4
CCCCCCCCCC(=O)N[C@H](CN1CCOCC1)[C@H](O)c1ccccc1	-0.8	-6	8	i	5	0.1	1	0	2
CN(C)CCOc1cccc(Br)c1	-0.8	4	2	i	3	2.9	-3	1	-3
CN(C(=O)c1cnccn1)c1c(N)n(Cc2ccccc2)c(=O)[nH]c1=O	-0.5	-3	3	i	1	0.6	-2	-1	-6
Fc1ccc(CSc2nncn2NC/C=C/c2ccccc2)cc1	-1.0	-5	-23	i	-2	0.9	0	-4	9
CC(C)[C@H](NC(=O)OC(C)(C)C)C(=O)N/N=C/c1cccc2nccnc12	-1.0	-9	8	i	-2	1.2	-7	-6	-3
O=C(COC(=O)c1ccc(S(=O)(=O)Nc2ccccc2)cc1)NC1CCCC1	-1.5	-2	-29	i	1	1.1	6	-8	-6
Cc1ccc(C(OCC(O)CNC(CO)C(O)c2ccc([N+](=O)[O-])cc2)c2ccccc2)cc1 (configuration not stated)	-0.7	5	-2	i	-1	-1.4	-2	0	29
O=C(NN1C(=O)C2C3C=CC(O3)C2C1=O)c1ccccc1 (configuration not stated)	-0.5	3	12	i	4	0.4	4	-7	-2
N#Cc1nc(-c2ccccc2F)oc1NCCc1ccccc1	-1.1	-7	-9	x	1	0.8	-3	-5	19
O=C(NCc1ccccn1)[C@@H]1CCCN1C(=O)[C@@H]1CCCN1C(=O)c1cccc(Cl)c1	0.1	0	x	i	-3	-0.6	x	-1	-7
COC(=O)Nc1ccc(S(=O)(=O)N2CCCC(C(=O)NCC3CCCO3)C2)cc1 (configuration not stated)	-0.2	2	3	i	-1	-0.6	2	-2	-2
CCOc1ccccc1NC(=O)COC(=O)c1ccccc1SCC(=O)N1CCCC1	-0.4	-7	5	i	1	-0.5	-2	-4	3
Cc1ccc(NC(=O)Cn2cnc3sc(C(=O)NCc4ccco4)c(C)c3c2=O)cc1Cl	-0.1	4	0	i	0	0.1	0	1	5
O=C(CN1CCC(n2nnc3cc(F)ccc32)CC1)NCCc1ccccc1	0.1	-6	3	i	4	1.1	0	-3	0
O=C(CCCCC(=O)Nc1ccccc1Cl)Nc1ccccc1Cl	-2.3	7	10	i	2	-0.6	0	-8	-7
CCN(CC)C(=O)c1cc2c(=O)n3cccc(C)c3nc2s1	-0.1	-3	-5	x	-7	3.8	-3	-4	-12
CCN(C(=O)COC(=O)c1cc(C)n(-c2ccc(F)cc2)c1C)C1CCS(=O)(=O)C1 (configuration not stated)	-0.4	-4	7	i	-4	0.4	2	-1	-8
COC(=O)c1ccc2c(c1)NC(=O)C(N(CC(C)C)CC(C)C)S2 (configuration not stated)	-0.4	-5	-17	i	-3	0.3	1	-4	-10
O=C(Nc1ccccc1)N1CCn2c(nc3ccccc32)C1	-1.1	-4	-5	i	-6	-0.2	4	-6	-9
COc1cccc(OCC(=O)Nc2c3c(nn2-c2ccccc2)CS(=O)(=O)C3)c1	-0.5	2	-3	i	-7	1.0	1	-2	-6
